Bioassay records deposited in PubChem by National Center for Advancing Translational Sciences (NCATS).
GRP78 ERSR act: induces the endoplasmic reticulum stress response in human glioma cells; U87-MG GRP78 promoter luciferase reporter, 16 h; 420,000 tested, 0.02% active; Potency, µM, for inactives: at the top dose activation, actives largely listed as activators; active = well fitted activation curve with a large enough effect; inconclusive = small, poorly fitted or top-dose-only effect; inactive = no such curve, though single readings can be large or run the other way; also: series mostly up to about 76 µM; % of control where 0% means no effect; nearly all actives have a fitted effect of over 35% in size
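ERSR induction read as luciferase luminescence (Bright-Glo, 10 min at room temperature) in stably transfected human U87-MG glioma cells exposed to compounds for 16 h, using GRP78 as sensor.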
Numbers without * were called inactive; ? = inconclusive; & = joins results of further samples. Potency is read from the fitted curve at half-maximal effect. Only part of the results is shown (hit frequency here may not be typical).

SMILES | GRP78 ERSR act
CC(=O)OC[C@@H]1O[C@@H](O/N=C2/C[C@@H](O)[C@@H](O)[C@@H]3[C@@H]4C(=O)N(c5cccc(Oc6ccccc6)c5)C(=O)[C@H]4CC[C@H]23)[C@H](OC(C)=O)[C@H](OC(C)=O)[C@@H]1OC(C)=O | -4%
CC[C@]1(O)C[C@H]2CN(CCC3=c4ccccc4=N[C]3[C@@](C(=O)OC)(c3cc4c(cc3OC)N(C)[C@H]3[C@@](O)(C(N)=O)[C@H](O)[C@]5(CC)C=CCN6CC[C@]43[C@@H]65)C2)C1 | -5%
CC(=O)OC1CC2C(C)(C)C=CC(=O)[C@@]2(C)C2CC[C@@]3(C)C(c4ccoc4)OC(=O)C4OC43[C@]12C (some centres not stated) | -6%
COc1ccccc1-c1cc2c(c(OC)c1)OCCN(C(=O)Cn1nc(-c3ccccc3)c3ccccc3c1=O)C2 | -5%
CS(=O)(=O)Nc1cccc(-c2nccc(NCc3cccs3)n2)c1 | 7%
O=C(CCCCCCCCCCCCC1CCCC1)Nc1ccc(S(=O)(=O)c2ccc(NC(=O)CCCCCCCCCCCCC3CCCC3)cc2)cc1 | -5%
COCCn1c(=O)c(-c2cccc(F)c2)nc2cncnc21 | 3%
CNC(=O)[C@@H]1C[C@H](Sc2nc3ccccc3[nH]2)CN1Cc1ccccc1C(F)(F)F | -3%
O=C1C(=O)N(Cc2ccc(Cl)c(Cl)c2)c2ccccc21 | ?
CCCCCCCCCCCCCCCC(=O)OCC(O)C1OC(=O)C(O)=C1O (configuration not stated) | -3%
C/C=C/OC(=O)NC(c1cccc(C)c1)[C@@]1(C(=O)OCC)CCCC1=O (some centres not stated) | -4%
COc1ccc(COC(=O)N/N=C2/C[C@@H](O)[C@@H](O)[C@@H]3[C@@H]4C(=O)N(Cc5ccc6c(c5)OCO6)C(=O)[C@H]4CC[C@@H]23)cc1 | -5%
COc1cc(OC)c(OC)cc1CN1CCCC(n2cc(C(=O)N3CCCCC3)nn2)C1 (configuration not stated) | -4%
COCCn1c(=O)c(-c2ccc(F)cc2)nc2cnc(N(C)C)nc21 | -1%
Cc1ccccc1-c1cccc(CN2CCc3nnc(C(C)NC(=O)c4cccnc4)n3CC2)c1 (configuration not stated) | -4%
Cc1ccc(/C=C/C2=CC3(C)CC2(C)C(c2ccc(C)cc2)CC3=O)cc1 (configuration not stated) | -4%
CC[C@H](C)[C@H](NC(=O)CNC(=O)[C@H](CC(C)C)NC(=O)[C@H](CC(C)C)NC(=O)[C@H](CCC(N)=O)NC(=O)[C@H](CCC(N)=O)NC(=O)[C@H](CC(=O)O)NC(=O)[C@H](CCCCN)NC(=O)[C@H](CC(C)C)NC(=O)[C@H](Cc1ccc(O)cc1)NC(=O)[C@H](CCCNC(=N)N)NC(=O)[C@H](CCC(=O)O)NC(=O)[C@@H](NC(=O)[C@H](C)NC(=O)[C@H](CC(C)C)NC(=O)[C@@H](NC(=O)[C@@H](N)CCCNC(=N)N)[C@@H](C)CC)C(C)C)C(=O)N[C@@H](Cc1c[nH]c2ccccc12)C(=O)NCC(=O)N[C@@H](CS)C(=O)N[C@@H](CO)C(=O)O | -1%
CCOC(=O)CCN1C(=O)[C@H]2[C@H]3[C@H](O)[C@H](O)C/C(=N/OC[C@@H](O)COCc4ccco4)[C@@H]3CC[C@@H]2C1=O | -3%
C=CC[C@@H]1C=C[C@@H](O/N=C\C[C@@H]2C=C[C@H](OC(C)=O)[C@H](COC(C)=O)O2)[C@@H](CO)O1 | -5%
OC1(c2cccnc2)CCN(Cc2ccc3c(c2)CN(Cc2ccsc2)CCO3)CC1 | -3%
O=C(O)c1ccc(/C=C2/SC(=S)N(c3cccc(C(F)(F)F)c3)C2=O)cc1 | 3%
COCCCCC(=NOCCN)c1ccc(C(F)(F)F)cc1 | 0%&-5%&-6%
CCNc1ncc2ncc(=O)n(C3CC3)c2n1 | -3%
Cc1noc(C)c1-c1cncnc1NCc1cccnc1 | -4%
CC(=O)OC1CC[C@@]2(C)C(CC[C@@]3(C)C2CC=C2C4CC(C)(C)CC[C@]4(C(=O)O)CC[C@@]23C)C1(C)C (some centres not stated) | 0%
O=C(c1cncs1)N(Cc1cc2cc3c(cc2nc1N1CCOCC1)CCC3)CC1CCCO1 (configuration not stated) | -4%
CCn1c(-c2ccccc2F)nc2cc(NC(C)=O)cc(C(=O)N3CCC[C@H]3C(=O)OC)c21 | -1%
O=C1C[C@@H](c2ccc(O)cc2)Oc2cc(O[C@@H]3O[C@H](CO)[C@@H](O)[C@H](O)[C@H]3O)cc(O)c21 | 0%
Cc1ccc(CN2CCOc3ccc(CN4CCC(O)(c5cccnc5)CC4)cc3C2)cc1 | -4%
CNCCCCCCCCSc1nc(C(C)C)ccc1C(=O)c1cccs1 | -10%

(listing goes on)
SMILES | GRP78 ERSR act
CN(C)Cc1ccccc1-c1ccc2ncnc(N(C)Cc3ccco3)c2c1 | -3%
Cc1ccc(S(=O)(=O)NC(=O)NN2C[C@H]3CCC[C@@H]3C2)cc1 | -4%
CC(C)CCN1CCc2nc(-c3ccccc3)c3c(c2C1)COC(C)C3 (configuration not stated) | -3%
COc1cccc(Cn2c(=O)c(-c3cc(F)cc(F)c3)nc3cnc(N4CCN(C)CC4)nc32)c1 | -3%
Cc1cnc(C(=O)NCc2c(C)ncc3c2CCN(C(=O)/C=C/c2cccs2)C3)cn1 | -3%
O=C(O)C(Cc1ccc2c(c1)oc1ccccc12)NCP(=O)(O)O (configuration not stated) | -1%
CO[C@@H]1/C=C\CC(=O)N[C@@H](C)C(=O)OC[C@@H](OC)[C@H](C)CCCC(=O)OC[C@H]1C | -2%
CCC(=O)OCC(=O)[C@@]1(OC(=O)CC)[C@H](C)C[C@@H]2[C@H]3CCC4=CC(=O)C=C[C@]4(C)[C@]3(Cl)[C@@H](O)C[C@@]21C | -5%
COc1ccccc1-c1nc(NCCNC(C)=O)c2ccccc2n1 | 7%
O=C1C2=CC[C@H]3C(=O)N(Cc4ccccc4)C(=O)[C@@H]3[C@@H]2[C@H](O)[C@@H]2O[C@H]12 | -12%
Cc1ccccc1-c1cncnc1NCc1ccccc1 | 0%
NC(=O)c1ncn([C@H]2O[C@@H](CO)[C@@H](O)[C@@H]2O)n1 | -4%
NC(=O)c1cc[n+](CC2=C(C(=O)O)N3C(=O)[C@@H](NC(=O)[C@H](c4ccccc4)S(=O)(=O)[O-])[C@@H]3SC2)cc1 | -3%
COc1ccccc1-c1nccc(-n2ccnc2)n1 | -4%
COc1ccc(C(=O)N2CCC3(CCN(Cc4ccc(C#N)cc4)CC3)CC2)cc1 | -4%
C[C@@]12CCC(=O)C=C1CC[C@@H]1[C@@H]2[C@H](O)C[C@]2(C)[C@@H]1CC[C@]2(O)C(=O)CO | -3%
CC(=O)Oc1c2c(c3c(c1CC=C(C)C)O[C@@]14C(=CC5CC1C(C)(C)OC4(C/C=C(\C)C(=O)O)C5=O)C3=O)OC(C)(CCC=C(C)C)C=C2 (some centres not stated) | -12%
C=CCC1C=CC(Oc2ccc(OC)cc2)C(COC(=O)c2ccc(Br)cc2)O1 (configuration not stated) | -2%
Cc1noc(C)c1-c1ccc2ncnc(N(C)C)c2c1 | 0%
CN(C)c1ncc2nc(CCc3ccccc3)c(=O)n(C3CC3)c2n1 | 9%
CC(C)CN1CCCC2(CCN(C(=O)c3cccn3C)CC2)C1 | -4%
CC(C)CO/N=C1/C[C@@H](O)[C@@H](O)[C@@H]2[C@H]3C(=O)N(c4ccc(F)cc4F)C(=O)[C@@H]3CC[C@@H]12 | -2%
IC(I)I | -2%
C[C@@H]1/C=C\CC(=O)OC[C@H](C)C(=O)N2CCC[C@@H]2C(=O)OC1 | -5%
CCCCC[C@H](O)CC[C@H]1[C@H](O)CC(=O)[C@@H]1CCCCCCC(=O)O | -3%
O=C(c1cnsn1)N1CCOc2ccc(C(O)C(c3ccccc3)c3ccccc3)cc2C1 (configuration not stated) | -5%
Cc1cccc(CNc2nc(-c3ccc4c(c3)OCO4)nc3ccccc23)c1 | -4%
O=C(NCc1nnc2n1CCN(Cc1ccc(C(F)(F)F)cc1)CC2)c1ccccn1 | -4%
CC1C2CCC3C4CC=C5CC(N(C)C)CC[C@@]5(C)C4CC[C@@]32CN1C (some centres not stated) | -4%
COc1cc(=O)n2c(c1C(=O)NC(C)c1ccco1)CCN(Cc1ccc3nsnc3c1)CC2 (configuration not stated) | -5%

Compounds above containing a Cl atom (two):
SMILES | GRP78 ERSR act
O=C1C(=O)N(Cc2ccc(Cl)c(Cl)c2)c2ccccc21 | ?
CCC(=O)OCC(=O)[C@@]1(OC(=O)CC)[C@H](C)C[C@@H]2[C@H]3CCC4=CC(=O)C=C[C@]4(C)[C@]3(Cl)[C@@H](O)C[C@@]21C | -5%

A second format for some results above.
GRP78 ERSR act | structure
9% | CN(C)c1ncc2nc(CCc3ccccc3)c(=O)n(C3CC3)c2n1
-4% | CC(C)CN1CCCC2(CCN(C(=O)c3cccn3C)CC2)C1
-2% | CC(C)CO/N=C1/C[C@@H](O)[C@@H](O)[C@@H]2[C@H]3C(=O)N(c4ccc(F)cc4F)C(=O)[C@@H]3CC[C@@H]12
-2% | IC(I)I
-5% | C[C@@H]1/C=C\CC(=O)OC[C@H](C)C(=O)N2CCC[C@@H]2C(=O)OC1

Further structures:
SMILES | GRP78 ERSR act
Cc1noc(C)c1C(=O)N1CCC2(CCN(C(=O)Nc3ccccc3)CC2)CC1 | -2%
O=c1[nH]cnc2c1nc(Cl)n2C1OC(CO)C(O)C1O (configuration not stated) | -4%
CC1CCC2C(=O)OC(CN3C(=O)c4ccccc4C3=O)CN2C1c1ccc(Br)cc1 (configuration not stated) | -4%
CC(NC(=O)C1CCOCC1)c1nnc2n1CCN(Cc1ccc3cccnc3c1)CC2 (configuration not stated) | -3%
Cc1noc(NS(=O)(=O)c2cccc3c(N(C)C)cccc23)c1C | -2%
CC(=O)OCC(=O)C1CCC2C3CCC4=CC(=O)CC[C@@]4(C)C3CC[C@]12C (some centres not stated) | -2%
CC(C)CO/N=C1/C[C@@H](O)[C@@H](O)[C@@H]2[C@@H]3C(=O)N(c4cccc(Oc5ccccc5)c4)C(=O)[C@H]3CC[C@@H]12 | -5%
CN(CCO)C(=O)c1cn(C2CCN(Cc3cccc4ccccc34)CC2)nn1 | -4%
C[C@@H]1NC(=O)[C@@H](C)COC(=O)[C@H](C)NC(=O)[C@@H](C)COC1=O | -2%
Cc1nc2cnc(N(C)C)nc2n(CCC#N)c1=O | -2%
NC(=NC1C2CC3CC(C2)CC1C3)Nc1ccc(I)cc1 (configuration not stated) | ?
Cc1onc(-c2ccccc2)c1C(=O)NCCN1Cc2ccccc2OC(c2ccsc2)C1 (configuration not stated) | -4%
CC(O)[C@@H](N)C(=O)O (some centres not stated) | 1%
CCOC(=O)N/N=C1/C[C@@H](O)[C@@H](O)[C@@H]2[C@@H]3C(=O)N(C(C)(C)C)C(=O)[C@H]3CC[C@@H]12 | -3%
c1cncc(-c2cc(NCc3cccs3)ncn2)c1 | -2%
Cc1cc(C(=O)NCC2CCC3(CCN(Cc4ccc5ccccc5c4)CC3)O2)n(C)n1 (configuration not stated) | 0%
CC(C)NC(=O)N1CCC2(CC1)CCN(C(=O)c1csnn1)CC2 | -4%
O=C(C1CC12CCN(Cc1cccc3cccnc13)CC2)N1CCN(Cc2cccs2)CC1 (configuration not stated) | -3%
O[C@H]1[C@H]2c3cc4c(cc3CN3CCC(=C[C@@H]1O)[C@H]23)OCO4 | -6%
COCc1c(C(=O)NC2CCCCCC2)cnn1-c1nccc(-c2cc(C)sc2C)n1 | -3%
Cc1cccc(CNc2ccnc(-c3cccc(NS(C)(=O)=O)c3)n2)c1 | -3%
COCC(=O)Nc1cc(C(=O)NC2CCc3ccccc32)c2c(c1)nc(-c1ccncc1)n2C (configuration not stated) | -2%
CC(=O)/C(=C\c1ccccc1)CC(=O)O | -4%
CO[C@@H]1COC(=O)C/C=C\[C@H](C)[C@@H](NS(=O)(=O)c2ccc(C)cc2)COC(=O)C/C=C\[C@@H]1C | -2%&-4%
CN1C(=O)OC(C)(C)C1=O | -2%
C[C@H]1/C=C\CC(=O)OC[C@H](C)C(=O)N2CCC[C@@H]2C(=O)OC1 | -5%
CC(=O)O[C@@]1(C(C)=O)CCC2C3C=C(C)C4=CC(=O)CCC4(C)C3CCC21C (some centres not stated) | -5%
O=C(c1ccc2c(c1)OCO2)N(Cc1cc2cc3c(cc2nc1N1CCOCC1)CCC3)CC1CCCO1 (configuration not stated) | 1%
CC(C)CO/N=C1/C[C@@H](O)[C@@H](O)[C@@H]2[C@@H]3C(=O)N(Cc4ccc5c(c4)OCO5)C(=O)[C@H]3CC[C@H]12 | 2%
Clc1ccccc1-c1nc(NCCN2CCOCC2)c2ccccc2n1 | -3%
CC(=O)N1CCC2(CCCN(C(=O)Nc3cccc(C#N)c3)C2)CC1 | -2%
CC(=O)N1CCC2(CCCN(Cc3ccccc3)C2)CC1 | -4%
CC1CCC(C(C)C)[C@H](OC(=O)c2ccccc2)C1 (some centres not stated) | 0%

Three of the entries above in order of the GRP78 ERSR act value, largest number first.
SMILES | GRP78 ERSR act
C[C@@H]1NC(=O)[C@@H](C)COC(=O)[C@H](C)NC(=O)[C@@H](C)COC1=O | -2%
Clc1ccccc1-c1nc(NCCN2CCOCC2)c2ccccc2n1 | -3%
C[C@H]1/C=C\CC(=O)OC[C@H](C)C(=O)N2CCC[C@@H]2C(=O)OC1 | -5%
